High-throughput results as filed in PubChem BioAssay.
Polio RdRp inh: inhibitors of poliovirus RNA polymerase binding and polymerization; 150,000 compounds, 0.66% hits; AID 588519; poliovirus polymerase elongation, fluorescence polarization; active compounds read low; % elongation, % (compound at 16.7 µg/mL); in the data active = % elongation below about 90%; note: some results filed as inactive read as strong as hits
Target sequence (P03300 1749-2209 limits assumed): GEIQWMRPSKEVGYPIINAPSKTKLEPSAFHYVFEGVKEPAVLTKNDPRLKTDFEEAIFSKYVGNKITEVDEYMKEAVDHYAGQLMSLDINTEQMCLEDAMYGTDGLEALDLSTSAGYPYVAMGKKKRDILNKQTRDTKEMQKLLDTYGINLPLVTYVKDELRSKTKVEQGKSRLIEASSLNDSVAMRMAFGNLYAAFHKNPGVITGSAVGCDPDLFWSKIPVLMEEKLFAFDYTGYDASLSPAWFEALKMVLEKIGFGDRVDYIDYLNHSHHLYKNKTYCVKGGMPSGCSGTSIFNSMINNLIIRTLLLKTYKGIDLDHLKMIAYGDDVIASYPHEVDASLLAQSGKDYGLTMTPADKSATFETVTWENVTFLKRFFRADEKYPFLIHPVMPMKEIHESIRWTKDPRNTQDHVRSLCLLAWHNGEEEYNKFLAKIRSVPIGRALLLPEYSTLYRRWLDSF
Polio RdRp inh FP z-score: second read-out of Polio RdRp inh, no call of its own (marks repeat the call); z-score; measured here: FP z-score; hits read low
An asterisk follows results filed as active. An excerpt; count on the stated rates, not on these rows.

SMILES: O=S(=O)(NC1CCCCC1N1CCCCC1)c1ccc(Cl)cc1 (stereo not drawn)
  Polio RdRp inh: 104.0	Polio RdRp inh FP z-score: 0.2

SMILES: COc1ccccc1NC(=S)Nc1ccccc1
  Polio RdRp inh: 103.0	Polio RdRp inh FP z-score: -0.4

SMILES: CCn1c(NNC(=O)c2cccnc2)nc2ccccc21
  Polio RdRp inh: 100.0	Polio RdRp inh FP z-score: -0.1

SMILES: Cc1ccc(-c2cc(C)n3nc(N4CCOCC4)c(C#N)c3n2)cc1
  Polio RdRp inh: 104.0	Polio RdRp inh FP z-score: 0.3

SMILES: CNC(=O)CSc1nc2ccccc2[nH]1
  Polio RdRp inh: 102.0	Polio RdRp inh FP z-score: 0.2

SMILES: N#Cc1ccc(Oc2ccc(NC(=O)c3ccc(Br)o3)cc2)cc1
  Polio RdRp inh: 104.0	Polio RdRp inh FP z-score: 0.7

SMILES: COc1ccccc1NC(=S)N/N=C1/C=C(C)CC1
  Polio RdRp inh: 124.0	Polio RdRp inh FP z-score: 1.8

SMILES: Cc1ccccc1Cn1nnc2c(=O)[nH]c(C3CCN(C(=O)c4ccc(F)cc4)CC3)nc21
  Polio RdRp inh: 100.0	Polio RdRp inh FP z-score: -1.4

SMILES: O=C(Cn1ncc2c3ccccc3n(Cc3ccccc3F)c2c1=O)NCc1ccccc1Cl
  Polio RdRp inh: 103.0	Polio RdRp inh FP z-score: -0.6

SMILES: O=C(NCCC1=CCCCC1)c1ccc2c(c1)ncn2C1CCCC1
  Polio RdRp inh: 100.0	Polio RdRp inh FP z-score: -1

SMILES: CCCCOC(C)n1ccc(=O)[nH]c1=O (stereo not drawn)
  Polio RdRp inh: 99.0	Polio RdRp inh FP z-score: -0.6

SMILES: CCOC(=O)Cn1c(O)c(N=NC(=O)c2cccc(F)c2)c2ccccc21
  Polio RdRp inh: 100.0	Polio RdRp inh FP z-score: 0.1

SMILES: Cc1ccc(-n2ncc3c(N4CCCCCC4)ncnc32)cc1Cl
  Polio RdRp inh: 107.0	Polio RdRp inh FP z-score: 0

SMILES: O=C(CCSCc1ccccc1Cl)NCc1ccc(F)cc1Cl
  Polio RdRp inh: 115.0	Polio RdRp inh FP z-score: 1.2

SMILES: CSCCC(=O)N1CCN(S(=O)(=O)c2ccc(C)cc2)CC1
  Polio RdRp inh: 105.0	Polio RdRp inh FP z-score: 0.1

SMILES: COc1ccccc1C(N)=S
  Polio RdRp inh: 102.0	Polio RdRp inh FP z-score: 0.2

SMILES: Cc1cc2occ(CC(=O)OC(C)C(=O)NC3(C#N)CCCCC3)c2cc1C (stereo not drawn)
  Polio RdRp inh: 105.0	Polio RdRp inh FP z-score: 0.3

SMILES: O=C(CC1=NS(=O)(=O)c2ccccc2N1)NC1CCCC1
  Polio RdRp inh: 102.0	Polio RdRp inh FP z-score: 0.6

SMILES: Cc1ccc(CNC(=O)c2ccc3nc(N4CCCCC4)sc3c2)cc1
  Polio RdRp inh: 106.0	Polio RdRp inh FP z-score: -0.4

SMILES: O=c1ccc(-c2ccc(S(=O)(=O)NCCCc3ccco3)s2)n[nH]1
  Polio RdRp inh: 101.0	Polio RdRp inh FP z-score: 0.2

SMILES: COc1ccccc1NC(=O)C1=C(C)NC(=S)NC1C (stereo not drawn)
  Polio RdRp inh: 99.0	Polio RdRp inh FP z-score: -0.6

SMILES: COc1ccc(/C=C2/C(=N)N3OC(C)=CC3=NC2=O)cc1
  Polio RdRp inh: 96.0	Polio RdRp inh FP z-score: -1.6

SMILES: NC(=O)CSc1nnc(COc2ccccc2)n1C1CCCCC1
  Polio RdRp inh: 101.0	Polio RdRp inh FP z-score: -0.2

SMILES: Cc1ccc(C2=NC(c3ccccc3)=Nc3ccc(Cl)cc3N2)cc1
  Polio RdRp inh: 105.0	Polio RdRp inh FP z-score: -0.7

SMILES: CC1(C)N([O-])C2=C(CCCC2)[N+]1=O
  Polio RdRp inh: 103.0	Polio RdRp inh FP z-score: 0.5

SMILES: CCOC(=O)c1cc(-c2ccccc2)n(CC(=O)N2CCN(c3cc(Cl)ccc3C)CC2)c1C
  Polio RdRp inh: 101.0	Polio RdRp inh FP z-score: -0.1

SMILES: CCN(CC)P1(=O)OC(C)(C)CC1(C)O (stereo not drawn)
  Polio RdRp inh: 100.0	Polio RdRp inh FP z-score: -0.3

SMILES: CC(=O)N1CN2CN(C1)CN(C(C)=O)C2
  Polio RdRp inh: 103.0	Polio RdRp inh FP z-score: 0.2

SMILES: CC(NCc1nc2ccccc2n1C)C12CC3CC(CC(C3)C1)C2 (stereo not drawn)
  Polio RdRp inh: 101.0	Polio RdRp inh FP z-score: 0.1

SMILES: CCCC1=Nc2cc(C(=O)NC)ccc2Sc2ccccc21
  Polio RdRp inh: 106.0	Polio RdRp inh FP z-score: 1.5

SMILES: COc1cccc(CN(C)C(=O)c2ccccc2Cl)c1OC
  Polio RdRp inh: 102.0	Polio RdRp inh FP z-score: 0

SMILES: COc1cccc(C2=CC(c3ccccc3F)n3c(nc4ccccc43)N2)c1 (stereo not drawn)
  Polio RdRp inh: 102.0	Polio RdRp inh FP z-score: -0.3

SMILES: CC(C)(C)c1cc(C(=O)NCc2cccs2)cc(C(=O)NCc2cccs2)c1
  Polio RdRp inh: 105.0	Polio RdRp inh FP z-score: -0.1

SMILES: CNC(=O)NC(=O)C(C)N1CCN(C/C=C/c2ccccc2)CC1 (stereo not drawn)
  Polio RdRp inh: 115.0	Polio RdRp inh FP z-score: 0.9

SMILES: Cc1ccc(NC(=O)C(=O)NCC(c2cccnc2)N2CCN(C)CC2)cc1 (stereo not drawn)
  Polio RdRp inh: 110.0	Polio RdRp inh FP z-score: 0.3

SMILES: Cc1c(O)ccc(-c2[nH]ncc2-c2nc3ccccc3s2)c1O
  Polio RdRp inh: 100.0	Polio RdRp inh FP z-score: -0.1

SMILES: O=C(CN1CCc2ccccc21)Nc1nnc(-c2cccs2)s1
  Polio RdRp inh: 99.0	Polio RdRp inh FP z-score: -0.7

SMILES: C=CCN(CC=C)C(=O)COc1ccccc1C(N)=O
  Polio RdRp inh: 103.0	Polio RdRp inh FP z-score: 0.3

SMILES: S=C(c1ccc(-c2ccccc2)o1)N1CCCCC1
  Polio RdRp inh: 99.0	Polio RdRp inh FP z-score: -0.3

SMILES: CC1=CCC(c2cnc(-c3ccccc3)c(C)c2)NC1c1ccccc1 (stereo not drawn)
  Polio RdRp inh: 109.0	Polio RdRp inh FP z-score: 0.5

SMILES: CCOc1ccc(Nc2oc(/C=C/c3cccc(OC)c3)nc2C#N)cc1
  Polio RdRp inh: 100.0	Polio RdRp inh FP z-score: -2

SMILES: O=S(=O)(NCC(c1cccs1)N1CCc2ccccc2C1)c1ccccc1 (stereo not drawn)
  Polio RdRp inh: 105.0	Polio RdRp inh FP z-score: 1

SMILES: CCC(=O)N1c2ccccc2CC1C(=O)NCCc1ccc(SC)cc1 (stereo not drawn)
  Polio RdRp inh: 110.0	Polio RdRp inh FP z-score: 0.9

SMILES: COc1ccccc1NC(=O)CSc1oc(-c2ccccc2)nc1S(=O)(=O)c1ccccc1
  Polio RdRp inh: 101.0	Polio RdRp inh FP z-score: -1.2

SMILES: CC(C)C(C)(C#N)NC(=O)CN1CCOCC1 (stereo not drawn)
  Polio RdRp inh: 106.0	Polio RdRp inh FP z-score: 0.4

SMILES: O=S(=O)(c1ccc(Br)cc1)c1nnn2c1nc(NC1CCCCCC1)c1sccc12
  Polio RdRp inh: 103.0	Polio RdRp inh FP z-score: -0.4

SMILES: S=c1n(-c2ccccc2)cnn1CN1CCN(c2ccccn2)CC1
  Polio RdRp inh: 102.0	Polio RdRp inh FP z-score: 0.1

SMILES: COc1ccc(N2CCc3c(C)c(C#N)c4nc5ccccc5n4c32)cc1
  Polio RdRp inh: 61.0	Polio RdRp inh FP z-score: -6.7

SMILES: CC(C)(C)c1ccc(-c2nc(SCC(=O)Nc3ccc(Cl)cc3)[nH]c(=O)c2C#N)cc1
  Polio RdRp inh: 107.0	Polio RdRp inh FP z-score: 0

SMILES: CCOc1ccc(NC(=O)C2(c3ccccc3)CCOCC2)cc1
  Polio RdRp inh: 103.0	Polio RdRp inh FP z-score: 0.4

Overlap with the part before: four compounds; new compounds follow.
SMILES: S=c1n(-c2ccccc2)cnn1CN1CCN(c2ccccn2)CC1
  Polio RdRp inh: 102.0	Polio RdRp inh FP z-score: 0.1

SMILES: COc1ccc(N2CCc3c(C)c(C#N)c4nc5ccccc5n4c32)cc1
  Polio RdRp inh: 61.0	Polio RdRp inh FP z-score: -6.7

SMILES: CC(C)(C)c1ccc(-c2nc(SCC(=O)Nc3ccc(Cl)cc3)[nH]c(=O)c2C#N)cc1
  Polio RdRp inh: 107.0	Polio RdRp inh FP z-score: 0

SMILES: CCOc1ccc(NC(=O)C2(c3ccccc3)CCOCC2)cc1
  Polio RdRp inh: 103.0	Polio RdRp inh FP z-score: 0.4

SMILES: Cc1ccc(C(=O)NC(=O)CSc2nnc(C)s2)cc1
  Polio RdRp inh: 99.0	Polio RdRp inh FP z-score: -0.2

SMILES: O=c1cc(CSc2ccccc2)[nH]c2ccc(F)cc12
  Polio RdRp inh: 100.0	Polio RdRp inh FP z-score: -1.3

SMILES: CCOC(=O)N1CCN(C(=O)c2ccc3c(c2)N(Cc2ccccc2F)C(=O)c2ccccc2S3=O)CC1 (stereo not drawn)
  Polio RdRp inh: 109.0	Polio RdRp inh FP z-score: 0.5

SMILES: Cc1ccc(CC(=O)Nc2ccc3c(c2)N(C)C(=O)c2ccccc2S3)cc1
  Polio RdRp inh: 70.0*	Polio RdRp inh FP z-score: -6.1*

SMILES: O=C(Cn1c(SCc2ccc(F)cc2)nc2cccnc21)Nc1ccccc1F
  Polio RdRp inh: 113.0	Polio RdRp inh FP z-score: 0.6

SMILES: O=C(NCc1ccccc1)C1CCCN(c2cnccn2)C1 (stereo not drawn)
  Polio RdRp inh: 102.0	Polio RdRp inh FP z-score: 0

SMILES: Cc1ccc(/C=C/C(=O)OCC(=O)/C=C2\N(C)c3ccccc3C2(C)C)o1
  Polio RdRp inh: 106.0	Polio RdRp inh FP z-score: 0.3

SMILES: CCC1CCC2(CC1)SCC(=O)N2c1ccccc1 (stereo not drawn)
  Polio RdRp inh: 105.0	Polio RdRp inh FP z-score: 0.1

SMILES: O=C(C1CC1)N1c2ccccc2CCc2ccccc21
  Polio RdRp inh: 100.0	Polio RdRp inh FP z-score: -0.1

SMILES: Cc1nn(Cc2ccccc2Cl)c(C)c1NC(=O)c1cc(C(C)C)on1
  Polio RdRp inh: 110.0	Polio RdRp inh FP z-score: 1

SMILES: COc1ccc(CNS(=O)(=O)c2ccc3c(c2)CCN3C(=O)C2CC2)cc1
  Polio RdRp inh: 102.0	Polio RdRp inh FP z-score: 0.4

SMILES: O=C(O)c1ccccc1SCC(=O)N1CCc2ccccc21
  Polio RdRp inh: 101.0	Polio RdRp inh FP z-score: 0.1

SMILES: CCC(=O)N1CCc2cc(Br)cc(S(=O)(=O)Nc3noc4ccccc34)c21
  Polio RdRp inh: 102.0	Polio RdRp inh FP z-score: 0.1

SMILES: O=C(NCC(c1ccco1)N1CCCCC1)c1ccc(S(=O)(=O)N2CCCC2)cc1 (stereo not drawn)
  Polio RdRp inh: 104.0	Polio RdRp inh FP z-score: 0.2

SMILES: O=c1oc2ccccc2cc1Cl
  Polio RdRp inh: 101.0	Polio RdRp inh FP z-score: 0.2

SMILES: COC(=O)C1(S(=O)(=O)C2(C(=O)OC)CCCC2)CCCC1
  Polio RdRp inh: 103.0	Polio RdRp inh FP z-score: 0.2

Reprinted at random: seven entries already listed
SMILES: CCOC(=O)N1CCN(C(=O)c2ccc3c(c2)N(Cc2ccccc2F)C(=O)c2ccccc2S3=O)CC1 (stereo not drawn)
  Polio RdRp inh: 109.0	Polio RdRp inh FP z-score: 0.5

SMILES: Cc1nn(Cc2ccccc2Cl)c(C)c1NC(=O)c1cc(C(C)C)on1
  Polio RdRp inh: 110.0	Polio RdRp inh FP z-score: 1

SMILES: CCC1CCC2(CC1)SCC(=O)N2c1ccccc1 (stereo not drawn)
  Polio RdRp inh: 105.0	Polio RdRp inh FP z-score: 0.1

SMILES: O=c1oc2ccccc2cc1Cl
  Polio RdRp inh: 101.0	Polio RdRp inh FP z-score: 0.2

SMILES: O=C(NCC(c1ccco1)N1CCCCC1)c1ccc(S(=O)(=O)N2CCCC2)cc1 (stereo not drawn)
  Polio RdRp inh: 104.0	Polio RdRp inh FP z-score: 0.2

SMILES: O=C(C1CC1)N1c2ccccc2CCc2ccccc21
  Polio RdRp inh: 100.0	Polio RdRp inh FP z-score: -0.1

SMILES: O=C(O)c1ccccc1SCC(=O)N1CCc2ccccc21
  Polio RdRp inh: 101.0	Polio RdRp inh FP z-score: 0.1
